Compound activity deposited in PubChem by National Center for Advancing Translational Sciences (NCATS).
A549 viability – counter-screen for Nrf2 inhibitors: cytotoxicity in A549 cells; A549 ARE-Fluc cells, CellTiter-Fluor viability, 18-24 h; 390,000 tested, 0.16% active; Potency, µM (highest dose often 46 µM), without a hit: at the highest dose activity change, negative = cytotoxicity, actives largely listed as inhibitors; further: potency means the concentration at half of the fitted maximal effect; on the % scale 0 is the no-effect control and ±100 the full control effect
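A549 ARE-Fluc cells in 5% FBS OPTI-MEM, 5000 cells/well, rested 2 h then exposed to compounds in concentration-response for 18-24 h at 37 °C. Viability by CellTiter-Fluor fluorescence (Ex 405/Em 525) after 30 min; luciferase luminescence (BugLite, 15 min, RT) read afterwards.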
TGFb inhibitor – TGF-b pathway inhibition; 410,000 tested, 1.2% active; HepG2 CAGA-GFP TGF-b/SMAD3 reporter, GFP fluorescence, 18 h; TGF-beta stimulated, 500 pg/mL final; Potency, µM (titrated, usually from 46.1 µM), for the others: at the top dose activity, negative = inhibition, usual class: inhibitors; AID 588855; further: potency means the concentration at half of the fitted maximal effect; on the % scale 0 is the no-effect control and ±100 the full control effect; nearly all actives have a fitted effect of over 65% in size
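HEPG2 CAGA-GFP, 1000 cells/well; 2 h settle, 37 C; cpd via pin tool; TGF-b 500 pg/mL final; 18 h, 37 C; GFP imaging ex488/em500-530; %Activity normalised to -TGF-b and +DMSO controls; CRC fit, curve class.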
CCT chaperon mod – modulators of cytosolic chaperonin (CCT/TRiC) activity. purified chaperonin ATPase assay, HTRF ADP detection, 30 min. activity change, % (concentration not given with the values), hits read low. 360,000 tested, 0.3% active. AID 651819; in the data active means activity change below about -30%; further: on the % scale 0 is the no-effect control and ±100 the full control effect
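TRiC at 40 or 20 nM final (batch-dependent) in 30 mM Tris pH 7.4, 100 mM KCl, 5 mM MgCl2, 1 mM DTT, with compound at single 76 uM and 10 uM ATP, 30 min at 37 deg C. ADP detected by HTRF Transcreener, 665/615 ratio.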
pAkt inh – blocks phosphorylation of Akt | Neuro2A IGF-stimulated pAkt S473 HTRF, 20 min; active compounds read low | activity change, % for hits at 50 µM | 360,000 tested, 0.32% active; in the data active means activity change below about -80%; inconclusive means mostly about -51% to -80%; further: on the % scale 0 is the no-effect control and ±100 the full control effect
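Single-point screen (50 µM final compound) in Neuro2A cells stimulated 20 min with 6 nM IGF at 37 deg C. After lysis, Ser473-phosphorylated Akt read by HTRF (ex 330 nm, em 615/665 nm) as the 665/615 ratio.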
HepG2 viability – HepG2 cytotoxicity, counter-screen for TGF-b inhibitors; 410,000 tested, 0.76% active; HepG2 CAGA-GFP viability, ATP luminescence, 18 h; AID 588856; Potency, µM (titrated, usually from 46.1 µM), inactives show at the highest dose activity change, negative = cytotoxicity, most hits filed as cytotoxic; further: potency means the concentration at half of the fitted maximal effect; some results filed as inactive show a strong effect at the top dose
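HepG2 CAGA-GFP cells (1000/well, DMEM with 1% FBS) received compound, then TGF-beta at 500 pg/mL final, and were incubated 18 hours at 37 degrees C. Viability was read by CellTiter-Glo luminescence. Media-only wells were set as complete cell-killing and DMSO as no toxicity.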
Abeta rescue – A-beta toxicity reversal in yeast; 410,000 tested, 0.063% active; Potency, µM (titrated, usually from 46.1 µM), for the others: at the highest dose growth rescue, actives largely listed as activators; yeast expressing A-beta42, growth rescue, OD600, 48 h; response scale: 0% DMSO, 100% iron-clioquinol control; further: potency means the concentration at half of the fitted maximal effect; nearly all actives have a fitted effect of over 55% in size
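Yeast growth medium received pinned compounds, then yeast cells expressing toxic A-beta were added; plates incubated at 30 C for 48 hr. Growth read as absorbance at 600 nm, normalized to DMSO and equimolar FeCl3 plus clioquinol controls.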
Nrf2 ARE act – Nrf2 pathway activation; AREc32 ARE-luciferase reporter (MCF7-derived line), luminescence, 24 h; Potency, µM (top dose mostly 46.1 µM), without a hit: top-dose activation, usual class: activators; 410,000 tested, 0.31% active; AID 624171; further: potency means the concentration at half of the fitted maximal effect; % of control where 0% means no effect; nearly all actives have a fitted effect of over 65% in size
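ARE activation measured as luciferase luminescence (Steady-Glo, 30 min RT) in AREc32_Fluc cells after 24 hr compound exposure at 37 deg C, 5% CO2; cells seeded overnight at 1000/well in OPTI-MEM, 5% FBS.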
Nrf2 block – Nrf2 pathway inhibition. AID 504444. 360,000 tested, 2.1% active. A549 ARE-Fluc reporter, luciferase luminescence, 18-24 h. Potency, µM (series often up to 46 µM), for the others: at the top dose activity change, negative = inhibition, actives largely listed as inhibitors; further: potency means the concentration at half of the fitted maximal effect; on the % scale 0 is the no-effect control and ±100 the full control effect; nearly all actives have a fitted effect of over 60% in size
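Nrf2 function is reported as luminescence of an ARE-controlled luciferase in A549 cells. Compounds were tested at several concentrations, and a CellTiter-Fluor read on the same wells flagged cytotoxicity.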
MmCpn inh – inhibitors of Methanococcus maripaludis chaperonin (MmCpn); purified Mm-Cpn ATPase, ADP Transcreener TR-FRET; Potency, µM (highest dose often 76.9 µM), inactives show at the top dose activity, negative = inhibition, usual class: inhibitors; 330,000 tested, 0.031% active; AID 504842; further: potency means the concentration at half of the fitted maximal effect; on the % scale 0 is the no-effect control and ±100 the full control effect; nearly all actives have a fitted effect of over 80% in size
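25 nM Mm-CPN + cpd, 10 min 37°C; + 10 uM ATP, 30 min 37°C; buffer 30 mM Tris pH 7.4, 100 mM KCl, 5 mM MgCl2, 1 mM DTT; Transcreener ADP HTRF detection 30 min RT.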
* = called active by the depositor; i = inactive; ? = inconclusive; · = not tested or not shown; & = joins results of further samples; [ ] = another dose, or the depositor's remark. Unless noted, the call rests on the fitted dose curve; in most records, active means well fitted curve in the direction sought with a large enough effect; inconclusive means small, poorly fitted or top-dose-only effect, or another doubt; inactive means no such curve, though single readings can be large; an effect the other way counts as inactive or inconclusive.

SMILES | A549 viability | TGFb inhibitor | CCT chaperon mod | pAkt inh | HepG2 viability | Abeta rescue | Nrf2 ARE act | Nrf2 block | MmCpn inh
O=C(CSc1nc2ccccc2c(=O)n1NC(=O)c1ccccc1)c1ccccc1 | -2.7% | -11.7% | 0.3 | i | -16.5% | 1.3% | 16.1% | ? | -0.2%
COc1cccc(NC(=O)C(=O)N/N=C/c2cc(C)n(-c3ccc(Cl)c(Cl)c3)c2C)c1 | 4.7% | -26.2% | -1.0 | i | -17.8% | -13.1% | 3.0% | -4.7% | -1.3%
CC1CCN(S(=O)(=O)c2ccc(NC(=S)NC(=O)c3ccc(Cl)cc3)cc2)CC1 | 5.8% | 15.6% | 1.2 | i | -49.7% | -4.8% | -0.3% | 13.6% | 2.3%
COc1ccc(NC(=O)CN(C)C(=O)c2ccc(COc3ccccc3)cc2)cc1 | 1.5% | -0.7% | 0.8 | i | -12.5% | -5.3% | -1.0% | -29.8% | -0.3%
C#CCNc1c(C)c(C)nc2ncnn12 | 6.5% | 11.0% | -1.3 | i | -20.4% | -1.6% | -0.8% | -16.8% | 1.2%
Cc1sc2ncnc(SCC(=O)N3CCCC(C(N)=O)C3)c2c1C (stereo unspecified) | -1.9% | 4.9% | -0.7 | i | 1.0% | 6.8% | 4.6% | -17.3% | -0.7%
O=C(NCCN1CCCCC1)c1cc(Cl)ccc1Cl | 2.3% | -0.7% | -0.5 | i | -11.3% | 10.6% | 0.2% | 5.9% | -1.3%
COc1ccc(C2c3cc(OC)c(OC)cc3CC3C(=O)OCC32)cc1OC (stereo unspecified) | -10.6% | 0.9% | -1.1 | i | -10.8% | 4.0% | 3.2% | 11.9% | ·
COc1ccc(Nc2ccccc2)c(C)c1 | -6.3% | 2.0% | 0.2 | i | -22.0% | 5.4% | -0.2% | 10.4% | -1.1%
CN(C(=O)c1ccc(NC(=O)Cc2ccc(NC(=O)C3CCCN(C(=O)C4CC4)C3)cc2)cc1)C1CC1 (stereo unspecified) | 3.4% | 5.8% | 1.7 | i | 5.4% | -8.8% | -0.3% | 14.1% | -2.9%
Clc1ccc(-c2nc3ncccn3c2Nc2ccc3c(c2)OCCO3)cc1 | 5.4%&-8.8% | 9.7%&-14.7% | 0.0 | i | 0.9%&-24.0% | -1.8%&-0.5% | 0.2%&0.0% | -9.0%&13.2% | 0.6%
COc1ccc(Cl)cc1NC(=O)CN(C)C(=O)c1cc(-c2cccs2)nn1-c1ccccc1 | -20.4% | -19.4% | 1.7 | i | 1.5% | 9.0% | 4.5% | ? | -18.8%
OCCN1CCN(c2ncnc3c2ncn3[C@H]2CN(Cc3ccncc3)C[C@@H](CO)O2)CC1 | · | -1.8% | 0.8 | i | -3.4% | -5.6% | -0.7% | · | ·
O=C(O)c1ccc(-n2nncc2-c2ccco2)cc1 | -1.4% | 12.3% | 1.2 | i | 13.6% | -19.4% | 0.1% | -3.4% | 0.6%
CC(C)=CCC12Oc3cc(O)ccc3C1(O)Oc1cc(O)c([C@H]3C=C(C)CC(c4ccc(O)cc4O)[C@H]3C(=O)c3ccc(O)cc3O)c(O)c1C2=O (stereo partly specified) | 1.1% | ? | -1.4 | i | -98.1% | -78.7%[inhibitor] | 0.2% | 3.3% | ·
Cc1cc(C)c(C)c(OCCOCCNCc2ccccc2)c1 | 9.7% | ? | -1.8 | i | -51.1% | 10.5% | 3.1% | -8.5% | ?
CC1(C)C(=O)Nc2ccccc2N1C(=O)COc1ccc(S(=O)(=O)N2CCOCC2)cc1Cl | 7.8% | -3.8% | 3.0 | i | 3.4% | -11.9% | 0.0% | · | 0.1%
CC(C)(C)N(NC(=O)Nc1ccccc1)C(=O)c1ccccc1Cl | -6.6% | 0.8% | -5.3 | i | 17.2% | 0.8% | 0.3% | -6.3% | 1.4%
CCCN=C1CC(C)(C)CC(=O)/C1=C(/O)CCCN1C(=O)c2ccccc2C1=O | 0.9% | 11.2% | 0.2 | i | 2.4% | -15.9% | -0.2% | 10.6% | -0.2%
O=C(CSc1nc2ccccc2c(=O)n1CC1CCCO1)Nc1ccccc1Cl (stereo unspecified) | -8.1% | -7.7% | -1.0 | i | -4.3% | 10.4% | -0.2% | -11.7% | 0.1%
O=C(CSCc1ccccc1Cl)NNC(=S)Nc1ccccc1 | -10.4%[1.84 µM] | -23.6% | -1.9 | i | -16.5% | -10.8% | 0.2% | 8.1% | -1.0%
CS(=O)(=O)N1CCN(c2ccccc2NC(=O)c2cccnc2Cl)CC1 | -2.1% | 12.5% | -0.7 | i | 7.5% | -0.9% | 0.0% | 21.1% | 2.2%
CC1(C(=O)Nc2cccc(C(F)(F)F)c2)Cc2c(-c3cccc(C(N)=O)c3)ccnc2O1 (stereo unspecified) | · | 1.9% | -0.9 | i | -22.5% | -1.8% | 0.8% | · | ·
COc1cccc(OC)c1C(=O)NC(=S)Nc1ccc(S(=O)(=O)Nc2nccs2)cc1 | -7.5% | -0.8% | 0.7 | i | -4.9% | -2.5% | 0.4% | ? | -7.6%
COc1ccc(C(=O)N/C(=C\c2ccco2)C(=O)NCc2cccnc2)cc1 | -3.5% | -6.0% | 0.6 | i | 14.1% | 4.5% | -0.5% | 3.4% | -0.4%
N/C(=N\OC(=O)c1cccc(Br)c1)c1ccccn1 | 1.2% | 1.1% | -4.0 | i | -29.7% | 2.2% | ? | ? | 0.4%
CN(C)c1ccc(C(=O)NC2CCCc3ccccc32)cc1 (stereo unspecified) | 5.6% | -4.1% | 3.6 | i | -21.2% | -7.3% | 3.4% | 24.7% | -3.9%
O=C(CSc1ccc(Cl)cc1)OCC(=O)N1CCN(c2ccccc2)CC1 | 0.7% | 1.0% | -2.7 | i | 0.0% | 10.1% | 2.3% | -17.2% | -2.1%
Cc1nnc2c(SC(C)C)nc3ccccc3n12 | ? | ? | 0.8 | i | -55.6% | -31.6%[inhibitor] | -3.9% | ? | ?
CN(C)S(=O)(=O)c1ccc(C(=O)OCC(=O)c2csc(N3CCCCC3)n2)cc1 | 16.2% | -6.7% | 0.0 | i | -5.0% | -17.1% | -0.5% | ? | -4.6%
CC(C)c1nnc(NC(=O)C2CCCCC2)s1 | 6.6% | -0.1% | 1.2 | i | -11.6% | 25.1% | 3.6% | 15.8% | -0.8%
C=CCN1C(=O)C(CCCC)NC1=S (stereo unspecified) | 11.5% | -5.7% | -0.8 | i | -6.7% | -4.8% | -0.2% | 6.0% | -4.0%
Cn1c2ccccc2c2n[nH]c(=S)nc21 | -8.0% | -0.4% | -1.4 | i | 1.4% | 12.8% | 4.4% | 1.0% | -0.3%
COC(=O)c1ccc2c(=O)n(CCN3CCOCC3)c(SCC(=O)c3ccccc3)nc2c1 | -0.1% | 9.8% | -1.0 | i | -6.0% | -1.9% | 0.4% | 6.9% | -0.2%
COCCOC(=O)c1ccc(NC(=O)COc2ccc([N+](=O)[O-])cc2)cc1 | -3.4% | -11.5% | -4.2 | i | -24.9% | -2.8% | 0.4% | -1.3% | 0.3%
CCSc1ncc(Cl)c(C(=O)Nc2cccc(Cl)c2)n1 | 5.6% | -18.9% | · | · | -8.1% | -14.1% | 27.7% | ? | ·
COc1cc(OC)c(C(=O)/C=C/c2ccccc2)c(O)c1O | -2.3% | -2.7% | -2.1 | i | -26.8% | -57.1%[inhibitor] | ? | -14.8% | 1.5%
CCOc1ccccc1Nc1nc(-c2sc(C)nc2C)cs1 | 2.7% | 6.3% | 3.8 | i | -18.0% | 11.3% | 4.3% | ? | ?
CCOc1ccc(NC(=O)CSc2nnc3scc(-c4ccccc4)n23)cc1 | -3.6% | 14.5% | · | · | -4.2% | -11.8% | 3.5% | -23.6% | ·
CC(=O)Nc1sc(C)c(C)c1C(=O)OCC(=O)N(C)c1c(N)n(Cc2ccccc2)c(=O)[nH]c1=O | -0.4% | -28.0% | -1.8 | i | 13.8% | -5.7% | -0.1% | 11.3% | 0.9%

Some entries already given, limited to HepG2 viability, Nrf2 block and A549 viability.
canonical_smiles	HepG2 viability	Nrf2 block	A549 viability
Cc1nnc2c(SC(C)C)nc3ccccc3n12	-55.6%	?	?
CN(C)S(=O)(=O)c1ccc(C(=O)OCC(=O)c2csc(N3CCCCC3)n2)cc1	-5.0%	?	16.2%

The list goes on:
SMILES | A549 viability | TGFb inhibitor | CCT chaperon mod | pAkt inh | HepG2 viability | Abeta rescue | Nrf2 ARE act | Nrf2 block | MmCpn inh
Clc1ccccc1OCc1nc(-c2ccccn2)no1 | 1.0% | -8.8% | 0.6 | i | -24.2% | 7.4% | 0.3% | ? | -4.4%
O=C(Cc1ccccc1)NC(NCCc1ccccc1)C(Cl)(Cl)Cl (stereo unspecified) | -5.1% | 0.0% | -1.5 | i | 2.3% | -9.5% | 0.4% | -19.9% | 1.4%
COc1ccc(/C=C2\SC(=S)N(CCCC(=O)N3CCCCC3CCO)C2=O)cc1 (stereo unspecified) | -2.0% | ? | -3.2 | i | -33.5% | 6.0% | 0.4% | ? | -0.8%
COc1cccc(C(=O)CN2C(=O)C(C)(C)Oc3ccc(C(=O)N4CCCCCC4)cc32)c1 | -2.7% | ? | -0.5 | i | -16.7% | -10.0% | 0.2% | 5.3% | 1.1%
Cc1ccccc1NCC(=O)N/N=C\C=C\c1cccc([N+](=O)[O-])c1 | -2.8% | 0.1% | -1.1 | i | 6.0% | 16.7% | 0.1% | 8.7% | 0.2%
